Screening results: PubChem, several laboratories
STK33 inh = inhibitors of human STK33 kinase; Q9BYT3; purified STK33, MBP phosphorylation, ADP-Glo luminescence; inhibition, % at 10 µM; 320,000 tested, 0.073% active; AID 2661;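 active = inhibition at or above 25%, using the most active replicate where run in duplicate; inactive = inhibition below 25%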
Target sequence (Q9BYT3 whole entry, looked up): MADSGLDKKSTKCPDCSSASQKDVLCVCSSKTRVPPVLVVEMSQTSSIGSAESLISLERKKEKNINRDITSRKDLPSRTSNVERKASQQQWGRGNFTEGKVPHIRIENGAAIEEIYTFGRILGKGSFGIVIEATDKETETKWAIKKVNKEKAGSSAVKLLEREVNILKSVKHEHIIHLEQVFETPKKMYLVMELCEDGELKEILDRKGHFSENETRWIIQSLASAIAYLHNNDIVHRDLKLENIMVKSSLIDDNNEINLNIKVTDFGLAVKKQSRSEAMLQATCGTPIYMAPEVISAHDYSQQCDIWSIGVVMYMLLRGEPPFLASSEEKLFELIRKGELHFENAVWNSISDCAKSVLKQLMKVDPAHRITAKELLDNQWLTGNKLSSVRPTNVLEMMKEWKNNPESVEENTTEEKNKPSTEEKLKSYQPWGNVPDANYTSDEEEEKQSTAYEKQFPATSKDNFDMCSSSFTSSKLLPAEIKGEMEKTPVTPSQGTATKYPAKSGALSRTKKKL
Kir21 block = inhibitors of mouse Kir2.1 inward-rectifier potassium channel. P35561. HEK293-Kir2.1, FluxOR thallium flux fluorescence; stronger effect = lower value. B-score at 10 µM. 310,000 tested, 0.85% active;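 active = fluorescence ratio B-score at or below minus 3 SD of library scores, with starting-brightness B-score within 2 SD, cut at about -4.2 in these data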;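 also: channel flux triggered by added potassium and thallium sulfate stimulus; B-score of peak minus minimum fluorescence over baseline after thallium stimulus; more negative B-score means stronger Kir2.1 block with less thallium influx; some compounds called inactive have numbers as strong as hits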
Target sequence (P35561 whole entry, looked up): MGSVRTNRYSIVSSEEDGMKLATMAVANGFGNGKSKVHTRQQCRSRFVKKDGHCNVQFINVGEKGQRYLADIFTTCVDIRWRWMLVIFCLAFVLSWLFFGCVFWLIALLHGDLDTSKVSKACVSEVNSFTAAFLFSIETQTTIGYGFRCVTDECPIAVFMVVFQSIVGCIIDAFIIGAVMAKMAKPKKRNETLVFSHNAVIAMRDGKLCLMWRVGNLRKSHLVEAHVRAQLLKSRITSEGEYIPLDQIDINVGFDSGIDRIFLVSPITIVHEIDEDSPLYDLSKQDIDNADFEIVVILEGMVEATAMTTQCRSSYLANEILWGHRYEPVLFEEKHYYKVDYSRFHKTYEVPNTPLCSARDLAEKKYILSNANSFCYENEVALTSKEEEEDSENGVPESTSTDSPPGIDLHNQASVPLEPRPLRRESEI
An asterisk follows results filed as active; · = no result given.

STK33 inh	Kir21 block	Molecule
-1.1	-0.42	Cc1[nH]n(-c2ccccc2)c(=O)c1N=Nc1c(O)cc(S(=O)(=O)N(C)C)c2ccccc12
-1.7	·	COc1cc2cc(CCOC(=O)c3ccco3)oc(=O)c2cc1OC
-0.8	2.1	COc1cccc2cc(-c3nnc(-c4ccccc4)o3)c(=O)oc12
-0.5	-3.2	COc1cc(C)nc(OCCNC(=O)COc2ccc(Cl)cc2Cl)n1
-0.1	-0.28	O=C(N/N=C/C=C/c1ccc([N+](=O)[O-])cc1)C1COc2ccccc2O1 (stereo not given)
1.4	-0.07	Cc1nc2scc(-c3cccs3)c2c(=O)n1-n1cccc1
-1.9	0.65	O=c1oc(Nc2ccccc2F)nc2ccccc12
-1.9	-0.03	CC(=O)c1ccc(OCCCC(=O)N2CCN(S(=O)(=O)c3cccs3)CC2)cc1
0.3	-0.69	CCN1CCN(C(CC(C)C)c2nnnn2CS(=O)(=O)c2ccc(C)cc2)CC1 (stereo not given)
-1.8	-0.69	CCOC(=O)c1cc2cc([N+](=O)[O-])cc(OC)c2oc1=O
-3.0	-0.7	Fc1ccccc1CNc1ccc(Cl)c(Cl)c1
-0.2	·	CC(=O)[C@H]1CC[C@H]2[C@@H]3CC=C4C[C@@H](O)CC[C@]4(C)[C@H]3CC[C@]12C
0.3	1.3	Cc1cc(OCC(=O)OCC(=O)Nc2cc(C(F)(F)F)ccc2N2CCOCC2)ccc1Cl
-2.4	0.65	Cc1[nH]c(=O)[nH]c(=O)c1/C=N/NC(=O)[C@@H](NC(=O)OC(C)(C)C)C(C)C
1.3	-1.5	CCOc1ccc(CN2CCCC(CNC(=O)c3ccc(F)cc3)C2)cc1CO (stereo not given)
1.1	-0.55	O=C(CNS(=O)(=O)c1cccs1)N1CCCCC1
-0.5	0.3	CCCc1nc(SCC(=O)N2CCC(C)CC2)c2c(=O)n(C)c(=O)n(C)c2n1
-1.4	0.03	O=[N+]([O-])c1cc(C(F)(F)F)ccc1NCCCCNS(=O)(=O)c1ccc2ccccc2c1
-1.3	-0.37	CCn1c(C)c(C)c2cc(C(=O)N3CCN(c4ccccc4)CC3)ccc21
-1.1	·	COc1cc(C#Cc2c(-c3cncn3C)n(C)c3ccc(-c4ccc5cc[nH]c5c4)cc23)cc(OC)c1
-0.6	0.02	CCOC(=O)C1=C(O)/C(=C/c2ccccn2)SC1=Nc1ccc(Cl)cc1
-2.7	0.65	O=C(C1Cc2ccccc2CN1S(=O)(=O)c1ccc(F)cc1)N1CCOCC1 (stereo not given)
-0.1	-1.7	CCC(=O)NC(=S)Nc1ccc(OC)cc1OC
-1.8	-0.38	CCN(CC)C(=O)C(=O)c1cn(CC(=O)NCC2CCCO2)c2ccccc12 (stereo not given)
1.2	1.9	CCCCC1CCC(C(=O)OCC(=O)N(CCOC)c2c(N)n(Cc3ccccc3)c(=O)[nH]c2=O)CC1 (stereo not given)
0.0	0.03	O=C(Nc1ccc(NC(=O)c2ccco2)cc1)c1cnccn1
-2.2	1.2	O=C(CSCc1ccccn1)Nc1ccccc1
0.3	1.3	COc1ccc(C(=O)NC2CCCN(Cc3ccccc3F)C2)c(OC)c1OC (stereo not given)
-0.4	-2.3	CCOc1ccc(C(=O)/C=C/c2ccc(OC)c(OC)c2)cc1
-0.9	0.03	C=C(C)Cn1c(C2CC(=O)N(c3ccccc3F)C2)nc2ccccc21 (stereo not given)

Four entries from above, field by field:
O=[N+]([O-])c1cc(C(F)(F)F)ccc1NCCCCNS(=O)(=O)c1ccc2ccccc2c1
- STK33 inh: -1.4
- Kir21 block: 0.03

CCn1c(C)c(C)c2cc(C(=O)N3CCN(c4ccccc4)CC3)ccc21
- STK33 inh: -1.3
- Kir21 block: -0.37

COc1cc(C#Cc2c(-c3cncn3C)n(C)c3ccc(-c4ccc5cc[nH]c5c4)cc23)cc(OC)c1
- STK33 inh: -1.1
- Kir21 block: ·

CCOC(=O)C1=C(O)/C(=C/c2ccccn2)SC1=Nc1ccc(Cl)cc1
- STK33 inh: -0.6
- Kir21 block: 0.02

Later entries.
STK33 inh	Kir21 block	Molecule
-1.7	1.4	Cc1cc(OCc2cc(C(=O)NCC3(C)COC3)no2)cc(C)c1Cl
-1.2	-0.03	CC(C)C(=O)N1N=C(c2ccc(NS(C)(=O)=O)cc2)CC1c1cccs1 (stereo not given)
-1.6	0.44	O=C(COC(=O)c1cc(-c2ccccc2)nc2ccccc12)Nc1ccc2c(c1)OCO2
-0.6	·	CCCCC(=O)Nc1ccc(C)c(S(=O)(=O)N2CCCCCC2)c1
1.3	-1.8	C#CCn1c(=NC(=O)CN2C(=O)CCC2=O)sc2cccc(OC)c21
-22	0.65	Cc1onc(-c2c(Cl)cccc2Cl)c1/C(N)=N/OC(=O)C(C)(C)C
-1.8	-2	O=C(c1c(F)cccc1Cl)N1CCN(S(=O)(=O)c2ccc3c(c2)OCCCO3)CC1
-1.2	-0.07	CC(=O)Nc1c(-c2ccccc2)nc2ncccn12
0.9	-0.45	COc1cccc(NC(=O)CCCNC(=O)Cn2cnc3sc(C)c(C)c3c2=O)c1
1.7	-0.1	CN(c1ccccc1)c1nc(-n2ccnc2)nc(-n2ccnc2)n1
-0.5	-2.8	CCOC(=O)N1CCN(S(=O)(=O)c2ccc(C(=O)N(CCCN(C)C)c3nc4cc(OC)ccc4s3)cc2)CC1
-0.4	0.38	CC(C)CCNC(=O)Cn1c(NCCC(C)C)nc2c1c(=O)n(C)c(=O)n2C
-1.0	-2.9	COc1ccc(CNCC(=O)Nc2ccccc2-n2cccc2)cc1
0.5	·	CCOC(=O)c1ccc(S(=O)(=O)N2CCN(C(=O)C3CSC4(C)CCC(=O)N34)CC2)cc1 (stereo not given)
-0.9	0.57	CC(C)[C@H](NC(=O)c1ccccc1)C(=O)OCC(=O)N1CC(=O)Nc2ccccc21

Some of the entries above, set out differently:
smiles | STK33 inh | Kir21 block
C#CCn1c(=NC(=O)CN2C(=O)CCC2=O)sc2cccc(OC)c21 | 1.3 | -1.8
Cc1onc(-c2c(Cl)cccc2Cl)c1/C(N)=N/OC(=O)C(C)(C)C | -22 | 0.65
O=C(c1c(F)cccc1Cl)N1CCN(S(=O)(=O)c2ccc3c(c2)OCCCO3)CC1 | -1.8 | -2
CC(=O)Nc1c(-c2ccccc2)nc2ncccn12 | -1.2 | -0.07
COc1cccc(NC(=O)CCCNC(=O)Cn2cnc3sc(C)c(C)c3c2=O)c1 | 0.9 | -0.45

Other structures.
STK33 inh	Kir21 block	Molecule
-1.1	-4.3	CC(C)(C)c1ccc(-c2nc(C#N)c(NCCCn3ccnc3)o2)cc1
-0.4	0.59	COc1cccc(N2CCN(C(=O)c3ccc4nc(N5CCCCC5)sc4c3)CC2)c1
-0.6	-2.7	CCN1CCc2c(sc(NC(=O)c3ccc(S(=O)(=O)N4CCCC4)cc3)c2C(=O)NC)C1
-2.0	0.74	CCCc1nn(C)c2c(=O)[nH]c(-c3cc(S(N)(=O)=O)ccc3OCC)nc12
0.1	·	Cc1csc(=O)n1CCC(=O)OCC(=O)NNC(=O)c1ccc(Br)cc1
-1.7	0.92	COc1ccc(C(=O)O/N=C/c2c(C(F)(F)F)nn(C)c2SCc2ccccc2Cl)cc1
-1.3	-0.14	O=C(c1cc2ccccc2oc1=O)N1CCN(CCc2ccccc2)CC1
0.9	-0.93	CCOc1cc(/C=N\NC(=O)C2C(=O)NCC2c2ccccc2)ccc1OC (stereo not given)
-1.6	0.03	CCOc1ccc(-c2cnc(N)n2C)cc1
-0.3	0.14	O=[N+]([O-])c1ccccc1NCc1c(O)ccc2ccccc12
-1.6	1.1	Cc1ccc(C(=O)NCCCNC(=O)c2ccc(Cl)cc2)cn1
0.2	0.27	Cc1cccc(OCC(=O)NCC2CCCO2)c1C (stereo not given)
-0.6	1.4	NC(=O)[C@@H]1CCCN1C(=O)c1ccc2nc(Cc3ccccc3F)oc2c1
1.3	-2.3	CCC(C(=O)Nc1ccc(C(C)C)cc1)c1ccccc1 (stereo not given)
-0.7	-0.39	COc1ccc(Cl)cc1S(=O)(=O)N1CCN(Cc2ccc3c(c2)OCO3)CC1
-1.3	-0.75	COc1ccc(Nc2cccc3ccccc23)cc1
-1.4	-0.33	Cc1ccc(N=C2C(=O)Nc3ccccc32)cc1C
1.5	-0.06	COC(=O)c1cc(S(=O)(=O)NCCc2cccc(C)c2)cn1C
-1.7	-0.59	CC(=O)C1C(c2ccccc2)c2c(n[nH]c2C)CC1(C)O (stereo not given)
-2.9	-0.28	CC(=O)Nc1ccc(SCC(=O)N(C)C2CCS(=O)(=O)C2)cc1 (stereo not given)
-0.2	0.28	O=C(CSc1cccc2cccnc12)Nc1ccc(S(=O)(=O)N2CCOCC2)cc1
-1.3	0.31	CC1CCN(C(=O)CCNS(=O)(=O)c2ccc3c(c2)c(=O)n(C)c(=O)n3C)CC1
-0.2	0.16	COc1ccc(N(CC(=O)N2CCCC2)S(=O)(=O)c2ccc(NC(C)=O)cc2)cc1
0.0	0.78	CCC(Oc1ccccc1F)C(=O)NCCCn1ccnc1 (stereo not given)
-0.2	-1.3	CCS(=O)(=O)N1CCC(C(=O)Oc2ccc(C(=O)OC)cc2)CC1
-2.2	0.77	CCOC(=O)c1ccc(NC(=S)N(CCCN2CCN(CC)CC2)Cc2ccco2)cc1
0.0	-1.8	CCOc1ccccc1CN1CCNC(=O)C1CC(=O)NCCC1=CCCCC1 (stereo not given)
-2.0	0.07	Cc1ccc(OCCCCN2CCCC(C)C2)c([N+](=O)[O-])c1 (stereo not given)
2.9	0.04	Cc1c2ccccc2nc2ccccc12
-1.7	-0.32	CC(=O)N1C(=O)N(C(C)=O)C2C1N(C(C)=O)C(=O)N2C(C)=O (stereo not given)
-1.3	1.2	CC(C)COc1ccc(C(=O)N/C(=C\c2cccc([N+](=O)[O-])c2)C(=O)OC(C)C)cc1
-1.1	0.26	Fc1ccccc1CCNc1nnnn1-c1ccccc1
·	-0.03	CC(=O)Nc1ccc(NC(=O)COc2ccc(S(=O)(=O)NC(C)c3ccccc3)cc2)cc1 (stereo not given)
-1.1	-0.05	CN1C(=O)c2ccccc2Sc2ccc(NC(=O)N3CCOCC3)cc21
-0.1	-1.2	Cc1cc(=O)oc2c1c(C)nn2-c1ccc(Cl)cc1
0.4	·	COc1ccc(NC(=O)COC(=O)c2ccc(OC)c(S(=O)(=O)N3CCCC3)c2)cc1OC
-3.3	0.5	CCOC(=O)CSc1nc(-c2cccs2)nc2c1c(=O)n(C)c(=O)n2C
-0.7	0.13	C=C(C)CNC(=S)NNC(=O)c1cc(C)oc1C
-0.6	-2.3	COc1ccc(OC)c(S(=O)(=O)NC(N)=NCCc2ccccc2OC)c1
0.6	-0.49	Cc1ccc(NC(=O)CN2CCc3ccccc3C2)cc1C
·	-3.9	CCC(Cc1ccccc1)NS(=O)(=O)c1ccc2c(c1)NC(=O)CO2 (stereo not given)
-0.4	-1.1	Cc1ccc(-c2nnn(CC(=O)N3c4ccccc4CCc4ccccc43)n2)cc1
0.3	-3.1	COc1ccc(OCC(=O)Nc2ccccc2C(=O)N2CCOCC2)cc1
-0.4	3	COCCCC1CCN(C(=O)C2CCC(=O)N(C3CCCCCC3)C2)CC1 (stereo not given)
-2.5	1.2	Cc1noc(C(=O)Nc2ccccc2C(F)(F)F)c1Cl
-1.4	-0.65	CC(C)(Oc1ccc(Cl)cc1)C(=O)NCC(c1cccs1)N1CCOCC1 (stereo not given)
2.3	-1.4	COC(=O)CNC(=O)Cc1c(C)n(C(=O)c2ccc(Cl)cc2)c2ccc(OC)cc12
-0.4	0.55	CCCCN(C(=O)c1cccc(C)c1)c1c(N)n(CCC)c(=O)[nH]c1=O
-0.6	-0.03	CCCCC1=CC2=C(c3ccco3)C(=O)C(C)(OC(=O)c3ccc(OC)cc3)C(=O)C2=CN1CC1CC1 (stereo not given)
-1.6	·	COc1ccc(CCNC(=O)COC(=O)c2ccc([N+](=O)[O-])o2)cc1
-1.4	-0.1	Cc1ccc(CSc2nnc(C)c(=O)[nH]2)cc1
-1.0	0.61	CCN(CCCn1c(SCC#N)nc2ccccc2c1=O)c1ccccc1
-0.4	0	COC(=O)c1ccc(Nc2nc(C)nc3c2nnn3Cc2ccccc2)cc1
0.8	-0.49	Nc1ncnc2nc(SCCN3CCCCC3)[nH]c12
-0.4	1.2	CC(SC1=NCCS1)C(=O)Nc1nnc(-c2ccc(Br)cc2)s1 (stereo not given)
0.1	-0.37	Cn1c(C(=O)N2CCN(C(=O)c3ccco3)CC2)cc2c(=O)n(C)c3ccccc3c21
0.2	0.4	CC(=O)Nc1ccc(S(=O)(=O)N2CCC(NC(=O)c3ccccc3)CC2)cc1
-1.3	-1.6	CN(C)c1nc(Cl)nc(N(C#N)CCOc2ccccc2)n1
-0.6	0.85	O=C(C1CCCC1)N1CCCC(Nc2ccccc2)C1 (stereo not given)
-0.4	1.3	CCOc1ccc(C(=O)Nc2cc(S(=O)(=O)Nc3ccccc3Cl)ccc2N2CCOCC2)cc1

Further results.
STK33 inh	Kir21 block	Molecule
-0.3	-0.52	Cc1cc(/C=N/NC(=O)c2ccncc2)c(C)n1-c1ccccc1
-1.3	0.56	CCOc1cc(C(=S)N2CCCCC2)ccc1OCC(=O)NCc1ccccc1
-0.7	0.73	Cc1ccc(NC(=O)C2CCCN(S(=O)(=O)c3cccnc3)C2)c(C)c1 (stereo not given)
-1.4	-0.14	COc1ccccc1CNCC(=O)N1CC(=O)Nc2ccccc21
0.8	·	CCN(C(=O)CSc1nnc(C)c(=O)[nH]1)c1cccc2ccccc12
5.1	-0.02	C/C(=N/NC(=O)Cc1cccn1C)c1ccccc1
0.0	-1.4	COc1ccc(S(=O)(=O)NCC(=O)NCCc2ccc(OC)c(OC)c2)cc1
-10	-0.75	CCOc1ccc(Br)cc1CNCc1cccnc1
